NLRP3 yeast inh: NALP3 inflammasome inhibitors in reconstituted yeast, primary screen, luminescence, uHTS. Yeast reconstituted NLRP3/ASC/caspase-1, beta-gal luminescence, 24 h. inhibition, % at 10 µM. 330,000 compounds, 0.39% hits;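 active = inhibition of 50% or more; inactive = inhibition below 50%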;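 note: plate controls were induced DMSO wells for no effect and uninduced yeast grown without galactose for full effect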
UPR CHOP act: activators of apoptotic CHOP UPR arm, primary screen, cell-based, CHO-CHOP luciferase reporter, luminescence, uHTS. UPR activation; percent of tunicamycin response over DMSO baseline. activation, % at 10 µM. 330,000 compounds, 0.34% hits. AID 449763, 2010;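 active = at 10 µM dose, activation of 40% or more, normalized to positive control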;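 note: 100% = tunicamycin at 10 µg/mL and 0% = DMSO alone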
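Test system: CHO-CHOP cells, stable luciferase reporter of PERK-eIF2a-CHOP signalling | Quantity: 500 CHO-CHOP cells per well | Buffer or medium: F12 plus 10% serum | Compound dosing: 10 µM single point, 0.5% DMSO | Schedule: 6 h compound treatment, 37 °C | Signal: Luciferase luminescence | Control set: Tunicamycin high control, DMSO low control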
TIM10 inh: growth inhibitors of isogenic TIM10 control yeast, primary screen, counter-screen for tim10-1 yeast inhibitor project, luminescence, uHTS; inhibition, % at 10 µM; S. cerevisiae TIM10 strain growth, BacTiter-Glo luminescence, 24 h; 330,000 compounds, 1.4% hits;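 active = inhibition of 40% or more at the single tested concentration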;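 note: wild-type TIM10 isogenic control strain grown at permissive 25 °C; 0% = DMSO yeast wells and 100% = minimal medium wells without yeast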
XBP1 UPR activ: activators of adaptive XBP1 UPR arm, primary screen, cell-based, CHO-XBP1 luciferase reporter, luminescence, uHTS; IRE1-XBP1 UPR activation; percent of tunicamycin response, DMSO as zero; activation, % at 20 µM; 330,000 compounds, 0.33% hits; AID 463104, 2010;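 active = versus positive control, 20 µM dose yields 30% or more activation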;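 note: 100% = tunicamycin at 10 µg/mL and 0% = DMSO only wells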
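Material: CHO cell line with stable XBP1 luciferase reporter; buffer or medium: F12 medium containing 10% fetal bovine serum; compound: single point, 20 µM final compound, 1% DMSO; incubation: 6 h treatment, 37 °C; measured by: glow luminescence from Steady-Glo reagent; evaluation: activation, % of tunicamycin; control set: tunicamycin high, DMSO low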
tim23-1 inh: growth inhibitors of tim23-1 mutant yeast, primary screen, luminescence, uHTS; inhibition, % at 20 µM; 330,000 compounds, 1.3% hits; S. cerevisiae tim23-1 growth, BacTiter-Glo luminescence, 24 h;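 active = growth inhibition of the mutant yeast at or above 50%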;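 note: temperature-sensitive mutant grown at 25 °C; plate controls were DMSO-treated mutant yeast for no effect and medium wells lacking yeast for full effect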
GRIN3A LBD mod: binders of NR3A ligand-binding domain, primary screen, biophysical, differential scanning fluorimetry, uHTS; Tm shift relative to glycine control, % at 25 µM; Glutamate receptor ionotropic, NMDA 3A (GRIN3A) ligand-binding domain; NR3A LBD differential scanning fluorimetry, Tm shift; 0% = protein alone, 100% = glycine-bound protein; 340,000 compounds, 2.5% hits;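 active = melting temperature shift of at least 10% of the positive control shift, at one fixed dose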
APJ ag: agonists of human apelin receptor APJ, primary screen, CHO-K1 cells, PathHunter beta-arrestin, luminescence. activation, % at 20 µM. 330,000 compounds, 0.11% hits. 0% DMSO wells, 100% apelin;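 active = activation more than six SD over the plate average, tested at 20 µM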;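 note: 0% = DMSO alone and 100% = apelin-13 at 10 nM; some results filed as inactive read as strong as hits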
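Assay system – PathHunter CHO-K1 APJ (AGTRL-1) beta-arrestin reporter cells · Compound – one dose, 20 µM compound, 1% DMSO · Timing – compound 90 min 25 °C, reagent 1 h · Measured by – luminescence from split beta-galactosidase complementation, Galacton Star/Emerald II substrate · Measure – beta-arrestin recruitment to APJ as agonist activity, luminescent signal · Benchmarks – DMSO vs Apelin-13 10 nM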
Mdm2 MdmX PPI: inhibitors of human Mdm2-MdmX association, primary screen, cell-based, luminescence, split luciferase, SaOS-2, uHTS | Protein Mdm4 (Homo sapiens) + E3 ubiquitin-protein ligase Mdm2 (Homo sapiens), … | SaOS-2 split-luciferase Mdm2/MdmX complementation | inhibition, % at 8 µM | 330,000 compounds, 3% hits | AID 485346, 2010;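 active = inhibition of at least 50% at 8 µM in the primary screen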
Target sequence (O15151 whole entry, looked up): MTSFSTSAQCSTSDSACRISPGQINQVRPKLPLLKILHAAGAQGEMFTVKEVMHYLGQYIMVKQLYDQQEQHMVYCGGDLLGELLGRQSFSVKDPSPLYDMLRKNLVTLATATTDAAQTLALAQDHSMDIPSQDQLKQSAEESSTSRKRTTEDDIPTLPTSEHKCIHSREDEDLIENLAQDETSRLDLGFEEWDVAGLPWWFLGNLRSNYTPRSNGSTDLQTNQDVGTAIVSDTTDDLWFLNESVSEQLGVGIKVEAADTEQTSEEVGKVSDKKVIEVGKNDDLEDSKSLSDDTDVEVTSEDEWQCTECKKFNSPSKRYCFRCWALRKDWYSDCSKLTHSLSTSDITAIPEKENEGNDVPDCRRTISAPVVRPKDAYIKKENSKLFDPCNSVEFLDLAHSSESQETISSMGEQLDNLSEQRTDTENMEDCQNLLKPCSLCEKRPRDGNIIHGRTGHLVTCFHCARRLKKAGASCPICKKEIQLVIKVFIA
Target sequence (Q00987 whole entry, looked up): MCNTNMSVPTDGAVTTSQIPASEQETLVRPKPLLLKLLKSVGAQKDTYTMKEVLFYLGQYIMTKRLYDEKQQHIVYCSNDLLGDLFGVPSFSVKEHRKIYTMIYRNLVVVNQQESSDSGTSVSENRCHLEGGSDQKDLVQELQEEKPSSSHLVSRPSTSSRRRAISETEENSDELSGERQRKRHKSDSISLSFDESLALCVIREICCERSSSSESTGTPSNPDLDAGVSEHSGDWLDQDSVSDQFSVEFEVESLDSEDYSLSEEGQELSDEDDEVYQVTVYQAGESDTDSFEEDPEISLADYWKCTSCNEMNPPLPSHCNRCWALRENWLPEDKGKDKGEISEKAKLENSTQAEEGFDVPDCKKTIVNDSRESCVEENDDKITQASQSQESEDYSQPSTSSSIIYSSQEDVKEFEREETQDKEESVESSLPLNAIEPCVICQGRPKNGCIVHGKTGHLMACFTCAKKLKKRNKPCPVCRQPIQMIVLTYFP
tim10-1 inh: growth inhibitors of tim10-1 mutant yeast, primary screen, luminescence, uHTS; inhibition, % at 20 µM; S. cerevisiae tim10-1 ts strain growth, BacTiter-Glo, 24 h; 330,000 compounds, 2.2% hits;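 active = inhibition of at least 40%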;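 note: mutant grown at 25 °C; 0% = DMSO wells with yeast and 100% = wells holding no yeast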
* = called active by the depositor.

canonical_smiles	NLRP3 yeast inh	UPR CHOP act	TIM10 inh	XBP1 UPR activ	tim23-1 inh	GRIN3A LBD mod	APJ ag	Mdm2 MdmX PPI	tim10-1 inh
O=C(Cc1cccs1)Nc1cccc(-c2nc3ccccc3[nH]2)c1	0	2.7	-1	-1	7	9	1	-1	8
Cc1sc(NC(=O)/C=C/c2ccc3c(c2)OCO3)nc1-c1ccccc1	-15	2.5	5	-2	9	-20	-3	33	7
Cc1cc(C)nc(SCC(=O)Nc2ncc3c(n2)CC(C)(C)CC3=O)n1	4	-0.2	-11	2	9	0	-1	9	4
Cc1c(Cl)cccc1NC(=O)COC(=O)C12CC3CC(CC(O)(C3)C1)C2	14	8.3	-7	2	2	0	-1	-2	7
CC(C)(C)OC(=O)NCCCCCNC(=O)c1[nH]cnc1C(=O)Nc1cccc(Cl)c1	5	0.2	8	-3	9	-1	-3	50	11
Cc1ccc(CC(=O)Nc2nccs2)cc1C	1	1.2	-13	2	14	1	-5	4	10
Cc1ccc2c(c1)cc1c(=O)n(CC(=O)NCc3ccccn3)nc(C)n12	-6	-1.1	-1	-2	-2	1	7	-5	-7
Brc1cccc(CNc2nc3ccccc3n2CCN2CCCCC2)c1	-3	0.1	-13	1	-9	-2	-7	26	15
O=C(c1ccccc1)c1nn(-c2ccccc2)c2nnc(Cc3ccccc3)c(=O)n12	-8	0.0	7	-1	4	-3	-5	13	29
CCc1nc(N2CCCC(C)C2)c2oc3ccccc3c2n1 (stereo not given)	-3	-2.0	11	0	42	1	-5	21	40
CCC(=O)N1CCc2cc(S(=O)(=O)NC(Cc3ccccc3)C(=O)NC3CCCC3)ccc21 (stereo not given)	-17	0.5	20	-1	27	-3	-5	7	15
O=C(Nc1c(F)cccc1F)C(c1ccccc1)c1ccccc1	11	3.5	9	-1	15	-1	1	23	8
CCC1CCCCN1C(=O)COC(=O)c1n[nH]c2ccccc12 (stereo not given)	-2	-0.8	-1	-1	15	1	-4	-20	19
CN(CC(=O)Nc1c(Cl)cccc1Cl)C(=O)CNC(=O)c1ccc2ccccc2c1	10	1.7	-14	-3	-9	-1	-2	-2	-4
COc1ccc(C2CC(=O)N(c3ccccc3)C3=C2C(=O)CCC3)cc1 (stereo not given)	-4	-1.0	33	0	30	0	-4	24	28

Part of the list above with just Mdm2 MdmX PPI:
SMILES | Mdm2 MdmX PPI
CC(C)(C)OC(=O)NCCCCCNC(=O)c1[nH]cnc1C(=O)Nc1cccc(Cl)c1 | 50
Cc1ccc(CC(=O)Nc2nccs2)cc1C | 4
Cc1ccc2c(c1)cc1c(=O)n(CC(=O)NCc3ccccn3)nc(C)n12 | -5
Brc1cccc(CNc2nc3ccccc3n2CCN2CCCCC2)c1 | 26

(cont.)
canonical_smiles	NLRP3 yeast inh	UPR CHOP act	TIM10 inh	XBP1 UPR activ	tim23-1 inh	GRIN3A LBD mod	APJ ag	Mdm2 MdmX PPI	tim10-1 inh
Cc1cc(=O)n2nc(N3CCCC3C(=O)Nc3cccc(Cl)c3C)sc2n1 (stereo not given)	0	0.1	-2	-2	3	-1	-3	9	3
COc1ccccc1CN1CCC(CNS(=O)(=O)c2cc(-c3onc(C)c3C)ccc2OC)CC1	6	1.5	-2	-5	-4	1	1	51*	11
Cc1ccccc1C(=O)NC1CCN(CC(=O)Nc2ccc(Br)cc2)CC1	10	0.1	-12	-1	6	3	-2	36	-3
CCn1c(=N)n(CC(O)COc2ccc(C)cc2)c2ccccc21 (stereo not given)	14	1.3	7	-3	-1	-1	2	17	10
CCCCn1c(=O)c(CCC(=O)OCC(=O)NC(C)c2ccccc2)nc2ccccc21 (stereo not given)	-1	-2.1	21	-2	17	-2	0	14	36
COCCNC(=O)C(c1ccccc1)N(Cc1cccs1)C(=O)Cn1nnc2ccccc21 (stereo not given)	1	1.5	3	-1	19	1	1	8	8
Cc1cc(-c2nnc(-c3cccc(Cl)c3)o2)no1	23	5.8	23	3	10	0	-5	-31	14
Cc1cccc(-c2nn(-c3ccccc3)cc2C(=O)N(C)CC(=O)Nc2ccc(N3CCOCC3)cc2)c1	2	3.3	-10	1	2	0	0	18	-3
CCN(CCO)c1nc(SC)nc2c1sc1nc(-c3ccco3)c3c(c12)CCC3	-8	7.2	0	-1	-4	-6	-3	-25	13
CC(C)c1nccn1S(=O)(=O)c1cc(Cl)ccc1Cl	-7	-2.2	-6	1	7	-2	-2	23	6
COC(=O)C1=C(C)N(C)C(=O)NC1c1cc(Cl)c(O)c(OC)c1 (stereo not given)	10	-2.3	-1	-2	4	2	2	28	-3
CCCCN1C(=N)N([C@@H](CN2CCC[C@H]2CN2C(N)=NC[C@@H]2Cc2ccccc2)C(C)C)C[C@H]1Cc1ccccc1	10	0.2	-10	3	-20	0	-2	2	-23
Cc1cc(C)cc(NC(=O)N(C)Cc2ccccc2)c1	15	2.4	12	-1	1	6	-2	13	7
O=C(CSc1nc2ccccc2n1Cc1ccc(Cl)cc1)N/N=C/c1ccccc1C(=O)O	17	1.5	3	5	10	-11	-5	11	5
COC(=O)c1cc(Br)c(=O)n(CCN2CCCCC2)c1	9	-0.8	1	-9	0	-1	-4	-3	-16
CCn1c(SCC(=O)c2cc(OC)ccc2OC)nnc1C1CC1	29	1.1	0	-1	1	1	2	-17	19
Cc1ccc(Cl)c(NC(=O)COC(=O)c2nn(-c3ccccc3)cc2O)c1Cl	19	-2.0	14	-1	36	-2	1	-6	6
Cc1nn(Cc2ccccc2Cl)c2sc(C(=O)NCCCn3ccnc3)cc12	30	0.7	-3	2	19	-4	-6	24	7
CCCC(=O)N1CCc2cc(OC)c(OC)cc2C1c1cc2cc3c(cc2[nH]c1=O)OCO3 (stereo not given)	-6	0.0	20	0	16	1	-2	-27	23
COC(=O)c1ccc(NC(=O)CSc2nnc(C3CC3)n2C)cc1	14	0.6	9	-2	3	-1	-3	0	-24
O=C(Nc1ccc(N2CCOCC2)cc1)NC1CCCCC1	6	0.4	-2	0	-7	-9	1	-5	-15
O=C(c1cccc(OC(F)F)c1)N1CCN(c2ncccn2)CC1	6	-2.3	7	5	16	1	-2	16	3
COc1ccc(Nc2nnc(-c3ccc(O)cc3)c3ccccc23)cc1C(N)=O	10	1.4	8	-2	17	-4	-2	-2	17
COc1ccc(S(=O)(=O)N2CCOC2CNC(=O)C(=O)NCCCN(C)C)cc1C (stereo not given)	-4	0.1	-8	2	4	-2	2	-5	6
O=C(NC1CCCCC1)C1c2ccccc2C(=O)N1Cc1ccco1 (stereo not given)	12	-0.4	-5	0	-2	0	-2	6	7
CCC1(C)Cc2c(sc3nc(SC)[nH]c(=S)c23)CO1 (stereo not given)	8	0.2	37	1	34	-17	-6	6	38
CC(C)C1C(=O)CC(c2ccccc2)NC1c1ccccc1 (stereo not given)	4	-1.0	15	-5	23	2	-2	-5	9
COc1ccc(CNC(=O)COC(=O)c2cc(C)nc3ccccc23)cc1	16	0.1	-10	-4	1	4	-4	11	1
O=C(N/N=C/C(Br)=C\c1ccccc1)c1ccco1	64*	6.3	-15	2	66*	6	0	-59	-88
CC(C)C(NC(=O)c1ccccc1NC(=O)C(C)(C)C)C(=O)N1CCOCC1 (stereo not given)	-12	-0.1	-2	-2	-3	0	-2	23	4
CN1CCN(c2nc(-c3cccs3)cs2)CC1	6	1.2	12	0	-23	0	-2	14	2
CN(C(=O)c1cncc(Br)c1)C1C2CC3CC(C2)CC1C3 (stereo not given)	14	0.7	-3	1	40	1	-1	-3	32
CCCSc1nc(-n2ncc(C#N)c2N)c2c3c(sc2n1)CCC(C)C3 (stereo not given)	20	-0.5	9	1	17	-7	-1	15	37
Cc1c(/C=N/NC(=O)c2cc(Br)ccc2O)c(=O)n(C)c(=O)n1C	14	0.6	9	3	12	-2	2	-42	12
Cc1cc(C(=O)N/N=C2\CC(=O)CC(C)(C)C2)c(C)n1-c1ccccc1	8	-1.7	-1	2	21	0	-2	16	-2
COc1ccc2oc(C(=O)Nc3ccccn3)c(C)c2c1	21	-0.8	-3	-6	12	0	4	-137	15
O=C(Nc1ccc(Cl)c(Cl)c1)C1=Cc2ccccc2OC1	-5	2.2	50*	6	44	19*	1	-47	40*
CN1[C@@H]2CC[C@H]1CC(OC(=O)c1c[nH]c3ccccc13)C2 (stereo not given in full)	2	-1.4	12	5	-15	-3	2	14	0
O=C(CNC(=O)Cc1ccccc1)N=Nc1c(O)[nH]c2ccccc12	14	-0.9	-1	-4	17	-1	-5	4	8
